# Screening data (PubChem BioAssay)
# HT1080 IDH1KD tx: qHTS for induction of synthetic lethality in tumor cells producing 2HG: qHTS for the HT-1080-IDH1KD cell line | Potency, µM (top dose mostly 46.1 µM), inactives show top-dose activity, negative = toxicity, hits mostly cytotoxic | HT-1080 IDH1 knockdown viability, ATP luminescence, 48 h | actives 2% (n = 360,000);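 also: potency is read from the fitted curve at half-maximal effect; 0% = DMSO wells and -100% = cell-free medium wells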
#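 Assay cells: HT-1080 with IDH1 knockdown, 750 per well, RPMI/5% FBS. Exposure: 48 h at 37 °C following 2 h pre-incubation. Read: CellTiter-Glo luminescence; fitted concentration-response, curve class assigned.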
# KB-V1 cytotox: qHTS assay for MDR1-selective chemotherapeutics: Primary screen using the drug-selected MDR subline cells KB-V1; Potency, µM (titrated, usually from 46.1 µM), for the others: top-dose activity change, negative = cytotoxicity, usual class: cytotoxic; actives 3.4% (n = 400,000); AID 1347076, 2019; KB-V1 MDR cells viability, CellTiter-Glo, 72 h; also: potency is read from the fitted curve at half-maximal effect; % is scaled to controls: 0 for no effect and ±100 for the full control effect; nearly all actives have a fitted effect of over 60% in size
#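 Drug-selected KB-V1 cells, grown in DMEM lacking phenol red with 10% FBS, receive compound titrations; after three days at 37 degrees C, surviving cell ATP is quantified by CellTiter-Glo luminescence and responses normalized and curve-fitted.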
# HT1080-NT tox: qHTS for induction of synthetic lethality in tumor cells producing 2HG: qHTS for the HT-1080-NT fibrosarcoma cell line | HT-1080-NT fibrosarcoma viability, CellTiter-Glo ATP luminescence, 48 h | AID 686970, 2013 | Potency, µM (doses to about 46.1 µM), for the others: at the top dose activity, negative = less viability, actives largely listed as cytotoxic | actives 1.6% (n = 360,000);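 also: NT is the 2HG producing partner of a matched IDH1 knockdown line; potency is read from the fitted curve at half-maximal effect; 0% = DMSO-treated cells and -100% = media-only wells without cells; nearly all actives have a fitted effect of over 55% in size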
#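 750 cells/well, RPMI + 5% FBS; 2 h settle, compound pin-transfer, 48 h at 37 degrees C. CellTiter-Glo 10 min RT, luminescence. Normalized to DMSO and media-only wells.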
# IL-1B inflam inh: qHTS for Inhibitors of Inflammasome Signaling: IL-1-beta AlphaLISA Primary Screen. actives 4.7% (n = 360,000). THP-1 LPS/ATP IL-1B secretion, AlphaLISA, 16 h; hits give low values. activity change, % at 57.5 µM; in the data active = activity change below about -50%; inconclusive = mostly about -30% to -49%; also: % is scaled to controls: 0 for no effect and ±100 for the full control effect
#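 Secreted IL-1B measured by AlphaLISA bead assay after 16 h compound exposure of THP-1 cells; compounds (final up to 57.5 uM) added 1 h before LPS (250 ng/mL) and ATP (1.25 mM) stimulation; lower signal means less secretion.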
# ATXN2 expr inh: Primary qHTS for Inhibitors of ATXN expression; HEK-293 ATXN2-luciferase reporter, luminescence, 24 h; Potency, µM (highest dose often 57 µM), for the others: top-dose activity change, negative = inhibition, actives largely listed as inhibitors; actives 0.72% (n = 360,000); also: potency is read from the fitted curve at half-maximal effect; % is scaled to controls: 0 for no effect and ±100 for the full control effect; nearly all actives have a fitted effect of over 55% in size
#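 qHTS (up to 57 uM final) was run with 24 h compound exposure of reporter cells at 37 °C. Each well was multiplexed: SteadyGlo luminescence measured ATXN2-luciferase expression after a fluorogenic Gly-Phe-AFC viability readout (25 uM final).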
# SW480 rereplic: A quantitative high throughput screen for small molecules that induce DNA re-replication in SW480 colon adenocarcinoma cells; Potency, µM (titrated, usually from 46.1 µM), without a hit: at the highest dose re-replication activation, actives largely listed as activators; SW480 DNA re-replication, Hoechst DNA content imaging, 48 h; actives 1.8% (n = 340,000); also: potency is read from the fitted curve at half-maximal effect; % of control where 0% means no effect; nearly all actives have a fitted effect of over 55% in size
#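 Image-based DNA-content assay: after two days of treatment, nuclei were labelled with the DNA dye Hoechst and imaged, and hits were compounds raising the count of nuclei showing high fluorescence intensity.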
# KB-3-1 tox: qHTS assay for MDR1-selective chemotherapeutics: Primary screen using the parental adenocarcinoma cell KB-3-1; AID 1347075, 2019; Potency, µM (highest dose often 46.1 µM), without a hit: at the highest dose activity change, negative = cytotoxic, usual class: cytotoxic; KB-3-1 viability, CellTiter-Glo ATP luminescence, 72 h; actives 1.4% (n = 400,000); also: potency is read from the fitted curve at half-maximal effect; % is scaled to controls: 0 for no effect and ±100 for the full control effect; nearly all actives have a fitted effect of over 60% in size
#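 Cells are dispensed, compounds pinned in, plates held at 37 °C for 72 h, then CellTiter-Glo is added and luminescence read after 10 minutes. Cell line: parental KB-3-1 in phenol-red-free DMEM, 10% FBS.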
# MCF10A rerep: A quantitative high throughput screen for small molecules that induce DNA re-replication in MCF 10a normal breast cells; MCF 10A DNA re-replication, Hoechst nuclear intensity, 48 h; Potency, µM (top dose mostly 46.1 µM), without a hit: at the top dose activity, positive = re-replication, actives largely listed as activators; AID 624296, 2012; actives 2.9% (n = 350,000); also: potency is read from the fitted curve at half-maximal effect; % of control where 0% means no effect; nearly all actives have a fitted effect of over 50% in size
# ATXN viability: Viability Counterscreen for Primary qHTS for Inhibitors of ATXN expression; S2 cells (HEK-293 line with an ATXN2-luciferase reporter) viability, CellTiter-Fluor protease fluorescence, 24 h; actives 0.49% (n = 400,000); Potency, µM (series often up to 56.7 µM), hits mostly cytotoxic; also: potency is read from the fitted curve at half-maximal effect; nearly all actives have a fitted effect of over 40% in size
# * = called active by the depositor; i = inactive; ? = inconclusive; · = not tested or not shown; [ ] = remark or other dose. Unless noted, calls follow the shape of the dose curve; as a rule, active = well fitted curve in the direction sought with a large enough effect; inconclusive = small, poorly fitted or top-dose-only effect, or another doubt; inactive = no such curve, though single readings can be large; an effect the other way counts as inactive or inconclusive.
# Results follow in this order: HT1080 IDH1KD tx, KB-V1 cytotox, HT1080-NT tox, IL-1B inflam inh, ATXN2 expr inh, SW480 rereplic, KB-3-1 tox, MCF10A rerep, ATXN viability
O=C(OCc1nnc(-c2cccs2)o1)C1=NN(c2ccccc2)C(=O)CC1
 : 1%, 0%, 10%, 1, ·, -2%, 6%, 0%, ?
CCC(=O)Nc1nnc(-c2ccc(Cl)s2)o1
 : 1%, 25%, 3%, -11, ·, -8%, 1%, 1%, i
C[C@@H]1C(=O)O[C@@H]2CC34[C@H]5C[C@@H](C(C)(C)C)C36[C@H](OC(=O)[C@@H]6O)OC4(C(=O)O5)[C@@]12O (stereo partly drawn)
 : 17%, 0%, 15%, 25, 1%, 7%[9.22 µM], 1%, 1%, i
COC(=O)c1c(NC(=O)c2cccnc2Cl)sc(C(=O)N(C)C)c1C
 : 15%, -6%, 9%, -20, 4%, 5%, 19%, ?, ?
Cc1ccc(Cl)cc1NC(=O)CN1CCN(S(=O)(=O)N2CCOCC2)CC1
 : -10%, -7%, -3%, 16, 3%, -5%, 0%, -10%, i
CC(C)(Oc1ccc(Cl)cc1)C(=O)OCC(=O)NCCc1ccccc1
 : 1%, ?, 18%, 13, 3%, 1%, 10%, 0%, i
Cc1nn(-c2ccccc2)c(N2CCCCC2)c1/C=N/NC(=O)c1ccncc1
 : -4%, -24%, -11%, 12, -5%[11.3 µM], -2%, 8%, 13%, i
COc1ccc(CCN(C)C(=O)CCNS(=O)(=O)c2ccccc2C(F)(F)F)cc1OC
 : 20%, 6%, 6%, -3, ·, -4%, -2%, 0%, i
O=C(NC1CCCC1)C(c1ccc(F)cc1)N(C(=O)c1csnn1)c1ccccc1 (stereo not drawn)
 : ?, ?, ?, -12, -5%, 3%, -1%, 9%, i
Cc1ccc(CNC(=O)CN(c2ccc(Cl)cc2Cl)S(=O)(=O)c2ccccc2)cc1
 : ·, -24%, ·, ·, 0%, ·, -9%, ·, i
COc1cccc(CCNC(=O)c2cc(COc3cccc(OC)c3)on2)c1
 : -8%, -22%, -3%, -1, ·, ·, 10%, ·, i
COc1cccc(Nc2nc(CN)cs2)n1
 : 0%, ?, -2%, 24, -13%, ·, ?, ·, i
Cc1ccccc1NC(=O)Cc1nc(COC(=O)c2nccnc2N)cs1
 : 1%, 6%, -1%, -18, ·, ·, -2%, ·, i
CC(C)(C)OC(=O)NCCCCCNC(=O)c1ncn(Cc2ccccc2)c1C(=O)NCCCCCNC(=O)OC(C)(C)C
 : -8%, 11%, -6%, -13, -9%, -3%, 0%, 5%, i
O=C(NC1CCCCC1)N1CCC(n2cnc3ccccc32)CC1
 : 2%, -1%, 10%, 6, 7%, -6%, 9%, -1%, i
CCOc1ccc(NC(=O)c2cccc(NC(=O)c3ccccc3)c2)cc1
 : -20%, -16%, -19%, -16, 11%, -1%, 22%, 6%, i
O=C(O)C1CCN(S(=O)(=O)c2ccc3c(c2)OCCCO3)CC1
 : 9%, -17%, 18%, 6, -6%, -2%, -2%, ?, i
CC1(C(=O)NS(=O)(=O)c2ccc(Br)cc2)CCN1C(=O)C1CCCCC1 (stereo not drawn)
 : 12%, 3%, 22%, 44, 6%, ·, 0%, ·, i
Cc1cc(-c2nc(C)c(C(=O)NNS(=O)(=O)c3ccc(Cl)cc3Cl)s2)no1
 : ?, ?, -27%, 57, 21%, 8%, 0%, 5%, i
CCOC(=O)c1ccccc1NC(=S)N1CCCCC1
 : 4%, 0%, 0%, 14, -8%, 0%, 24%, 3%, i

# Six structures out of the list, sorted by formula weight, highest first.
# Results follow in this order: HT1080 IDH1KD tx, KB-V1 cytotox, HT1080-NT tox, IL-1B inflam inh, ATXN2 expr inh, SW480 rereplic, KB-3-1 tox, MCF10A rerep, ATXN viability
Cc1ccc(CNC(=O)CN(c2ccc(Cl)cc2Cl)S(=O)(=O)c2ccccc2)cc1
 : ·, -24%, ·, ·, 0%, ·, -9%, ·, i
Cc1cc(-c2nc(C)c(C(=O)NNS(=O)(=O)c3ccc(Cl)cc3Cl)s2)no1
 : ?, ?, -27%, 57, 21%, 8%, 0%, 5%, i
COc1cccc(CCNC(=O)c2cc(COc3cccc(OC)c3)on2)c1
 : -8%, -22%, -3%, -1, ·, ·, 10%, ·, i
CC(C)(Oc1ccc(Cl)cc1)C(=O)OCC(=O)NCCc1ccccc1
 : 1%, ?, 18%, 13, 3%, 1%, 10%, 0%, i
O=C(O)C1CCN(S(=O)(=O)c2ccc3c(c2)OCCCO3)CC1
 : 9%, -17%, 18%, 6, -6%, -2%, -2%, ?, i
COc1cccc(Nc2nc(CN)cs2)n1
 : 0%, ?, -2%, 24, -13%, ·, ?, ·, i

# Further structures.
molecule	HT1080 IDH1KD tx	KB-V1 cytotox	HT1080-NT tox	IL-1B inflam inh	ATXN2 expr inh	SW480 rereplic	KB-3-1 tox	MCF10A rerep	ATXN viability
CCOC(=O)c1c(S(=O)(=O)N2CCC(C(=O)Nc3ccc(F)cc3F)CC2)c(C)n(C)c1C	·	-4%	·	·	-4%	·	-6%	·	i
COc1cc2cc(C(c3nnnn3C3CCCC3)N3CCCCCC3)c(=O)[nH]c2cc1OC (stereo not drawn)	9%	-3%	14%	-3	8%	-4%	0%	1%	?
Cc1cccc(CS(=O)(=O)Cc2ccc(C(=O)NCc3ccccc3)o2)c1	-2%	23%	4%	-1	·	?	3%	?	i
O=C(O)c1ccc(-n2c(O)c(C=C3N=c4ccccc4=N3)sc2=S)cc1	-14%	-9%	-5%	29	-7%	4%	15%	11%	i
CS(=O)(=O)c1nc(S(=O)(=O)c2ccc(Cl)cc2)c(N2CCC(C(N)=O)CC2)s1	2%	-15%	19%	-79*	7%	-3%	-6%	11%	i
Cc1cccc(C(=O)OCC(=O)N2CCCCCC2)c1	1%	?	8%	-4	33%[activator]	-6%	-3%	-7%	i
CCOc1ccc2[nH]cc(-c3csc(N)n3)c2c1	6%	30%	-12%	-5	·	9%	-8%	7%	i
Cc1cc(C)cc(NC(=S)N(CCN(C)C)C(C)c2cccnc2)c1 (stereo not drawn)	6%	?	22%	67	-32%	-5%	0%	2%	i
CCc1ccc(NC(=O)NCc2ccc3c(c2)OCO3)cc1	-7%	4%	5%	-9	-19%	-5%	7%	-4%	?
C/C(CC(=O)Nc1ccc(C)c(Cl)c1)=N\NC(=O)c1ccncc1	-14%	-9%	-6%	-9	-18%	10%	3%	16%	i
O=C(CSc1nnc(-c2ccc(OC(F)F)cc2)o1)N1CCOCC1	14%	?	11%	25	43%[activator]	-4%	-1%	-2%	i
COc1ccc(-c2cc(=O)oc3cc(OCC(=O)N4CCOCC4)ccc23)cc1	5%	?	0%	-9	-7%	0%	3%	-3%	i
COc1ccc(C(=O)/C=C/c2cc(C(=O)O)cc3c2OCOC3)c(O)c1	?	5%	?	-94*	1%	3%	0%	18µM*	?
COC(=O)CN(c1ccc(C)cc1)S(=O)(=O)c1ccc(F)cc1	12%	-2%	14%	38	-1%	-11%	9%	6%	i
Cc1noc(C)c1CSc1ccccc1C(=O)OC(C)C(N)=O (stereo not drawn)	3%	-6%	20%	53	9%	-5%	0%	-15%	i
Cc1ccc(C(CC(=O)O)NC(=O)CN2C(=O)c3ccccc3C2=O)cc1 (stereo not drawn)	9%	6%	7%	13	-8%	-11%	5%	-5%	i
COc1ccccc1Nc1c([N+](=O)[O-])cc(C)cc1[N+](=O)[O-]	-19%	0%	2%	3	·	-145%[inhibitor]	4%	-4%	i
CC(=O)N1CCC2(CC1)C/C(=N\NC(=S)Nc1ccc(C)cc1)c1cc(O)ccc1O2	?	-8%	?	-29	-22%	28%	?	23µM*	i
Cc1cccc(NC(=O)COc2ccc3oc4c(c3c2)CCCC4)c1	·	?	·	·	-2%	·	7%	·	i
COc1ccc(-c2cn(-c3ccc(C)cc3C)c(=S)[nH]2)cc1OC	-6%	0%	-2%	17	-16%	-3%	11%	4%	i
COc1ccc(CCNC(=O)/C(C#N)=C2\N=C(NC(=O)c3cccs3)c3ccccc32)cc1	-7%	10µM*	2%	0	-19%	-1%	?	?	i
CC(C)(C)OC(=O)NCCc1onc(-c2cccc([N+](=O)[O-])c2)c1C(=O)O	6%	?	11%	10	-2%	·	-2%	·	i
C/C(CC(=O)Nc1cccc(Cl)c1C)=N\NC(=O)Cc1csc(N)n1	3%	1%	7%	-1	-8%	-3%	-17%	-11%	i
COc1ccccc1CNC(=O)CCn1c(=O)c2ccccc2n(CC(=O)Nc2ccc(Br)cc2F)c1=O	·	16%	·	·	?	·	-26%	·	i
Cc1cccc(C)c1OCCOC(=O)c1cccc(S(=O)(=O)N2CCOCC2)c1	-1%	?	-1%	8	-5%	?	16%	-4%	i
O=c1c2ccccc2nc2n1C(CSCc1cccc(C(F)(F)F)c1)CS2 (stereo not drawn)	-8%[9.24 µM]	2.6µM*	-15%	?	-16%	-4%	?	2%	i
O=c1oc2ccccc2n1Cc1cccc(Cl)c1	-1%	0%	?	4	·	-5%	-1%	0%	i
